Epigenetic reg = derepresses silenced GFP reporter in murine cells. hit rate 0.2% among 280,000. AID 1865. Potency, µM (series often up to 53.9 µM), inactives show top-dose GFP activation, usual class: activators. murine LDR cells, GFP reporter derepression, 30 h; note: potency is the fitted concentration of half-maximal effect; % of control where 0% means no effect; nearly all actives have a fitted effect of over 60% in size
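Murine LDR cells carrying a silenced, genomically integrated CMV-driven GFP reporter were exposed to compound for 30 hours at 37 C. After PBS washes, GFP-positive cells (20–120 um objects) were counted by laser-scanning microplate cytometry.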
Luc counter = Kinase-Glo luciferase inhibition (counter-screen); Kinase-Glo luciferase, ATP luminescence, 8 min; Potency, µM (series often up to 38.3 µM), without a hit: at the top dose activity change, negative = inhibition, usual class: inhibitors; hit rate 0.28% among 200,000; AID 1379; note: potency is the fitted concentration of half-maximal effect; % is set by controls: 0 for no effect and ±100 for the full control effect; nearly all actives have a fitted effect of over 60% in size
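Substrate mix (final 50 mM imidazole pH 7.2, 50 mM KCl, 7 mM MgCl2, 10 uM ATP, 0.01% Tween 20, 0.05% BSA) plus pin-tool compound, then Kinase-Glo detection mix; 8 min ambient, luminescence read.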
IMPase Li cell = membrane-permeable IMPase blocker, potentiated with lithium; CHO-M1 cells, IP1 TR-FRET (IP-One), carbachol + lithium; Potency, µM (top dose mostly 59.4 µM), without a hit: top-dose activity, negative = IMPase inhibition, actives largely listed as inhibitors; hit rate 0.35% among 210,000; AID 1457;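 note: IP1 builds up when IMPase is blocked and the TR-FRET signal falls; potency is the fitted concentration of half-maximal effect; plate controls were basal vehicle for no effect and high inhibitor control for full effect; nearly all actives have a fitted effect of over 50% in size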
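CHO cells stably expressing M1 receptor (2000/well, cultured 16–30 h) treated 30 min at 37C with compound plus low lithium. Cytosolic IP1 by TR-FRET (665/620 ratio and 620 channel) after 10 min lysis; AC50 by Hill fit.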
NPSR antag = neuropeptide S receptor (human) antagonism, cAMP; Q6W5P4; AID 1461; Potency, µM (titrated, usually from 38.3 µM), inactives show at the top dose activity change, negative = inhibition, actives largely listed as inhibitors; CHO-NPSR cells, cAMP TR-FRET, antagonist mode; hit rate 1% among 220,000; note: potency is the fitted concentration of half-maximal effect; % is set by controls: 0 for no effect and ±100 for the full control effect; nearly all actives have a fitted effect of over 50% in size; many of its hits are not listed in these tables
Target sequence (Q6W5P4 whole entry, looked up): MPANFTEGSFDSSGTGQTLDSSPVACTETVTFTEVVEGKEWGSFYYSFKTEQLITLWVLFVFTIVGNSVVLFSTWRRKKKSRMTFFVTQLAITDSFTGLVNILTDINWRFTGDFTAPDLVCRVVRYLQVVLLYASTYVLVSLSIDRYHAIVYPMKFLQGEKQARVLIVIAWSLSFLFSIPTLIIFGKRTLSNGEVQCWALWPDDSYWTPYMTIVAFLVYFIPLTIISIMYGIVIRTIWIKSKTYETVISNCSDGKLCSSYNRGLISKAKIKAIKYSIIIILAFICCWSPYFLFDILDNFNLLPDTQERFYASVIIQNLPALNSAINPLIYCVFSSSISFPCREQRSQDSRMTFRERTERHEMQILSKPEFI
L3MBTL1 block = L3MBTL1 (human) inhibition | AlphaScreen L3MBTL1–H3K9me1 peptide binding | Potency, µM (titrated, usually from 57.1 µM), without a hit: at the top dose activity, negative = inhibition, most hits filed as inhibitors | hit rate 0.66% among 230,000; note: potency is the fitted concentration of half-maximal effect; % is set by controls: 0 for no effect and ±100 for the full control effect; nearly all actives have a fitted effect of over 60% in size
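Read-out is AlphaScreen signal from streptavidin donor and nickel chelate acceptor beads (10 ug/mL final each) bridging L3MBTL1 (50 nM) and biotinylated K9-monomethylated H3(1-15) peptide (75 nM), after 30 min compound exposure at room temperature.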
HttQ103 aggreg = reduces HttQ103-GFP aggregates in PC12 cells; PC12 HttQ103-GFP aggregates, Acumen cytometry, 40 h; Potency, µM (doses to about 46.1 µM), inactives show at the top dose activity change, negative = inhibition, actives largely listed as inhibitors; hit rate 1.1% among 220,000; note: potency is the fitted concentration of half-maximal effect; % is set by controls: 0 for no effect and ±100 for the full control effect; nearly all actives have a fitted effect of over 60% in size
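Quantitative HTS on tebufenozide-induced (100 nM) PC12 cells stably expressing polyQ103 Huntingtin exon 1–GFP. Reduction of bright GFP aggregates, detected by laser scanning cytometry after lysis, identified actives across the titration.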
CBFb-RUNX1 inh = inhibitors of human CBF-beta and RUNX1 interaction; Q01196+Q13951; AlphaScreen CBFb-His/RUNX1-biotin binding, biochemical; Potency, µM (doses to about 59.8 µM), for inactives: at the highest dose activity, negative = inhibition, most hits filed as inhibitors; 230,000 tested, under 10 active; AID 1477; note: % of control where 0% means no effect
Target sequence (Q01196 whole entry, looked up): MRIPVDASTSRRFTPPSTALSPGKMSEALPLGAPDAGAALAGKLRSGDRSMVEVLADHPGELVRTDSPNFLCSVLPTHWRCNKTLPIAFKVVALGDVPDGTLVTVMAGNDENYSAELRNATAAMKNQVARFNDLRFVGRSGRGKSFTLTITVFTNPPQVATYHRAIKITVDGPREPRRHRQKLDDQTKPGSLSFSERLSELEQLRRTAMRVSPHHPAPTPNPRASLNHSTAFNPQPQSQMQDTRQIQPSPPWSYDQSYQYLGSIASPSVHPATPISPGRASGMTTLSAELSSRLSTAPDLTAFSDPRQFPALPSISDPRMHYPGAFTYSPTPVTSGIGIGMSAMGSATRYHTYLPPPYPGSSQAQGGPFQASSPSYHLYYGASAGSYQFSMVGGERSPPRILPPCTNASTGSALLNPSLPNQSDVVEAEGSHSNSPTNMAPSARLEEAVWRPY
Target sequence (Q13951 whole entry, looked up): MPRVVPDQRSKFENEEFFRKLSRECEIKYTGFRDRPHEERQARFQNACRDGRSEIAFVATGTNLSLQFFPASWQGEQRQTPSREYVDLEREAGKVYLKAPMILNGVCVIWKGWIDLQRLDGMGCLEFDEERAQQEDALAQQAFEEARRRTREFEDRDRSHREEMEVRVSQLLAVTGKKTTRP
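His-tagged CBF-beta and biotinylated RUNX1 (30 nM each) were premixed 20 min at room temperature, exposed to compound for 15 min, then given nickel-chelate and streptavidin AlphaScreen beads (50 ng each). After 90 min, AlphaScreen signal was read.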
Active calls of the source: *; ? = inconclusive; · = no result given; [ ] = dose if it differs, or a comment. Calls come from the whole dose curve; as a rule, active = well fitted curve in the direction sought with a large enough effect; inconclusive = small, poorly fitted or top-dose-only effect, or another doubt; inactive = no such curve, though single readings can be large; an effect the other way counts as inactive or inconclusive.

SMILES | Epigenetic reg | Luc counter | IMPase Li cell | NPSR antag | L3MBTL1 block | HttQ103 aggreg | CBFb-RUNX1 inh
O=C(C[n+]1ccc(C(=O)NCc2ccccc2)cc1)c1ccc2c(c1)OCCO2 | -1.4% | -1% | 15% | 1% | 16% | 25% | 17%
O=C(CCc1ccccc1)NNC(=O)c1ccc(F)cc1 | -0.1% | -7% | 10% | -7% | -2% | -13%[9.22 µM] | 4%
CCCC(=O)NC(=S)Nc1cccc(-c2nc3ncccc3o2)c1 | 3.0% | 0% | 4% | 1% | 0% | 23% | 3%
COCCn1c(=NC(=O)CN2C(=O)CCC2=O)sc2cc(S(N)(=O)=O)ccc21 | 2.3% | 0% | 1% | 20% | 5% | -15% | -6%
Cc1nn(C)c(C(=O)N/N=C/c2ccc(Br)cc2)c1Cl | -1.0% | 6% | -3% | 6% | 3% | 10% | -2%
COc1cc(C(F)(F)F)c(C(=O)N(C)Cc2cc(Cl)cc(Cl)c2)cn1 | -0.3% | · | · | 16%[7.67 µM] | 21% | 6%[9.22 µM] | 14%
CCCN1C(=O)S/C(=C\c2ccc(N3CCOCC3)o2)C1=O | 11µM* | 9% | 47%[activator] | -30% | · | ? | -8%
Cc1c(Cl)cccc1-n1c(SCC(=O)NCc2cccs2)nnc1-c1ccncc1 | 0.0% | -3% | 2%[38.3 µM] | -22%[46.1 µM] | 33% | -16% | 2%
O=C(Cn1c(=S)[nH]c2ncccc2c1=O)NCCc1ccccc1 | -0.5% | 3% | 1% | -3% | -4% | 1% | -5%
Cc1cc(O)cc(=O)n1C | 4.7% | -1% | 5% | 10% | · | -21% | 6%
Fc1ccc(NC(=S)Nc2ccccc2Cl)cc1 | 0.2% | -2% | 1% | 10% | 11% | 1% | -2%
Cc1csc(NC(=O)c2cc([N+](=O)[O-])cc([N+](=O)[O-])c2)n1 | -9.5% | -6% | -6% | 14% | ? | 0% | 8%
O=C(Cc1ccccc1)Nc1ccc(CN2CCOCC2)cc1 | -0.2% | -1% | 11%[38.3 µM] | -6%[46.1 µM] | -5% | ? | 6%
O=C(CSc1ccccc1)Nc1ccccc1N1CCOCC1 | -1.0% | -1% | -2%[38.3 µM] | -6%[46.1 µM] | -7% | 16% | 4%
CC1(C)NC(=O)N(CCCCOc2cccc(C(F)(F)F)c2)C1=O | -3.5% | 1% | 0%[38.3 µM] | -14%[46.1 µM] | -2% | ? | 11%
CC1CCN(CCOc2ccccc2-c2ccccc2)CC1 | 0.0% | -1% | 8% | 10% | -1% | 8% | 8%
O=C(c1ccc(CS(=O)(=O)c2c(Cl)cccc2Cl)o1)N1CCCC1 | -0.2% | 17% | 4%[38.3 µM] | 4%[46.1 µM] | · | -4% | -6%
Cc1ccc(/C(N)=N/OC(=O)c2cccc(F)c2)cc1 | -3.3% | · | · | -10%[46.1 µM] | -3% | 22% | 1%
O=[N+]([O-])c1cc(CN2CCCC2)ccc1Sc1ccc(Cl)cc1 | -1.3% | -3% | 15% | -12% | ? | -8%[9.22 µM] | -22%
Cc1nnc(SCC(=O)c2cc(C)n(-c3ccc4c(c3)OCO4)c2C)s1 | -6.9% | · | · | -8%[46.1 µM] | -26% | ? | -25%
CN(CC(=O)NCc1cccc(F)c1)C(=O)c1ccco1 | -1.0% | -3% | -6%[38.3 µM] | 8%[46.1 µM] | 3% | -12% | -2%
O=C(NCc1ccc2c(c1)OCO2)c1cc(S(=O)(=O)N2CCCCC2)ccc1F | 2.4% | -2% | 6%[38.3 µM] | -21%[46.1 µM] | 2% | -1% | 6%
COc1ccc(C(=O)c2oc3nc(C)cc(C)c3c2N)cc1 | -1.0% | -8% | 5%[38.3 µM] | -7%[46.1 µM] | 5% | 7% | 3%
C=CCc1cc(C=O)cc(OCC)c1O | 1.1% | -1% | -2% | -10% | 4% | 15%[9.22 µM] | 1%
CCOc1ccc2[nH]c(=O)c(CN(CCO)C(c3nnnn3C3CCCCC3)C(C)C)cc2c1 (stereo unspecified) | -0.8% | 0% | -11%[38.3 µM] | ? | -6% | 3% | 8%

Structures above marked active in Epigenetic reg:
structure | Epigenetic reg | IMPase Li cell | NPSR antag | L3MBTL1 block | HttQ103 aggreg | CBFb-RUNX1 inh
CCCN1C(=O)S/C(=C\c2ccc(N3CCOCC3)o2)C1=O | 11µM* | 47%[activator] | -30% | · | ? | -8%

Continuation:
SMILES | Epigenetic reg | Luc counter | IMPase Li cell | NPSR antag | L3MBTL1 block | HttQ103 aggreg | CBFb-RUNX1 inh
Cc1ccc(C(c2nnnn2CS(=O)(=O)c2ccc(C)cc2)N2CCN(c3ncccn3)CC2)cc1 (stereo unspecified) | 0.0% | 2% | 5% | -18%[46.1 µM] | -8% | 3% | -4%
Cc1c(NC(=O)c2cc3c(s2)-c2ccccc2OC3)cccc1[N+](=O)[O-] | -2.9% | 4% | 2% | -17% | -18% | 2% | 7%
CCN(CC)S(=O)(=O)c1ccc(Cl)c(NC(=O)c2cc(Cl)ccc2Cl)c1 | 5.2% | · | · | -9%[46.1 µM] | 13% | 5% | 2%
COC(=O)c1sc(NC(=S)NC(=O)c2ccc(F)cc2)nc1C | -0.1% | 1% | ? | 0% | · | -9% | 7%
c1ccc(CC2CCN(C(c3cccs3)c3nnnn3C3CCCC3)CC2)cc1 (stereo unspecified) | 0.0% | 2% | 23%[38.3 µM] | -24%[46.1 µM] | 10%[11.4 µM] | ? | 11%
COc1cc(NC(=O)COC(=O)c2cnc(C)cn2)c(C)cc1[N+](=O)[O-] | -1.9% | -1% | -3% | -1% | 24% | -18% | 17%
COc1ccc(C(=O)N2CCN(c3ccc(C)cc3C)CC2)cc1OC | -1.0% | -1% | 2% | -9% | 11% | 9% | -2%
O=C(/C=C/c1cccs1)Nc1nccs1 | -3.3% | -14% | 8% | -15% | -6% | 7% | 6%
Cc1ccc(S(=O)(=O)N(C)Cc2ccc(C(=O)N/N=C3\CC(=O)CC(C)(C)C3)cc2)cc1 | -1.8% | 3% | 4% | 13% | 8% | -18% | -1%
CN(C)C(CNC(=O)c1ccc2nc[nH]c2c1)c1ccccc1 (stereo unspecified) | 0.1% | 1% | 12% | 1% | -3% | 20% | 6%
N/C(CSc1ccccn1)=N\OCc1c(Cl)cccc1Cl | 0.1% | · | · | 14% | 10% | 1%[9.22 µM] | 1%
COC(=O)c1sc2ccccc2c1-n1cccc1C(=O)C(=O)Nc1ccc(Cl)cc1 | 0.0% | 0% | -4%[38.3 µM] | -23%[46.1 µM] | -8% | 11% | -19%
CCOC(=O)C(=O)Nc1ccc(Oc2ccccc2)cc1 | -3.9% | -8% | 3% | 9% | 9% | -9% | 15%
COc1ccc2[nH]c(C(=O)N(Cc3ccccn3)Cc3ccccn3)cc2c1 | -0.4% | · | · | 6% | · | -12%[9.22 µM] | 1%
COc1cccc(/C=C/C(=O)Nc2ccccc2N2CCOCC2)c1 | -1.5% | 1% | 5% | -5% | · | -2% | 9%
CN(C)c1ccc(/C=N/NC(=O)CN(c2ccccc2Cl)S(C)(=O)=O)cc1Br | 8.1% | 2% | 0%[38.3 µM] | -23%[46.1 µM] | 9% | ? | -4%
CCOC(=O)C1CCN(C(=O)Cc2c(C(=O)O)n(CC)c3ccccc23)CC1 | 0.0% | 0% | 20%[38.3 µM] | 1%[46.1 µM] | -3%[11.4 µM] | -14% | 9%
Cc1ccc(C)c(NC(=O)C2CCCN2/C=C/C(=O)C(F)(F)F)c1 (stereo unspecified) | 0.0% | -4% | 2% | 11% | 8% | 3% | 7%
O=C(Nc1ccc2c(c1)OCCO2)C(c1ccc(F)cc1)N1CCCCC1 (stereo unspecified) | 2.1% | 4% | 29%[38.3 µM] | -17%[46.1 µM] | · | 2%[9.22 µM] | 3%
CCOC(=O)c1sc(=S)n(-c2ccccc2)c1N(C(C)=O)C(C)=O | 1.2% | 4% | -6% | 3% | · | 4% | -12%
O=c1cc(O)c2c(=O)n(C3CCCCC3)c3ccccc3c2o1 | 0.0% | 10% | -20%[38.3 µM] | ? | -6% | 5% | 1%
COc1ccc(/C=N/NC(=O)CCc2n[nH]c(=O)[nH]c2=O)cc1OC | 3.2% | -1% | -1% | 16% | 1% | -9% | 3%
Cc1cccc(C(=O)NC(=S)NNC(=O)COc2c(C)cccc2C)c1 | -2.0% | 10% | -2% | -1% | 12% | -15% | 4%
COc1ccc(-c2cc(=O)n(-c3ccc([N+](=O)[O-])cc3)[nH]2)cc1 | -0.8% | -3% | 10% | -16% | -16% | ? | 3%
COc1ccc(NC(C)=O)cc1NC(=O)CSc1nnc(-c2ccncc2)n1C | -0.5% | 2% | 4%[38.3 µM] | -17%[46.1 µM] | -1% | -1% | 10%
Next entries:
SMILES | Epigenetic reg | Luc counter | IMPase Li cell | NPSR antag | L3MBTL1 block | HttQ103 aggreg | CBFb-RUNX1 inh
CNC(=O)c1[nH]cnc1C(=O)Nc1ccccc1OC | -1.3% | -2% | -5% | 9%[46.1 µM] | -6% | 16% | 9%
c1ccc(CN2CCN(CCOCCOc3ccc4c(c3)CCC4)CC2)cc1 | -0.6% | 1% | 5% | -7% | -6% | -3% | 11%
CN(C)/C=C/C(=C\C(=O)C(F)(F)F)Nc1ccc(C(F)(F)F)cc1 | 7.2% | 2% | 10% | -34% | -7% | -2% | 7%
O=C1N=C(N2CCOCC2)S/C1=C1\C(=O)N(Cc2ccccc2)c2ccc(Br)cc21 | -4.3% | -3% | 8%[38.3 µM] | -4%[46.1 µM] | 0% | 24% | -2%
Cc1cc(N=Cc2cc(Br)ccc2O)no1 | -2.1% | -4% | 2%[38.3 µM] | -16%[46.1 µM] | -15%[11.4 µM] | -18% | 12%
COC(=O)c1ccc(COC(=O)c2ccc(SC)cc2OC)cc1 | 0.0% | 1% | 4% | -8% | 24% | ? | 19%
CC(=O)N(CCCCl)C(C#N)c1ccccc1 (stereo unspecified) | 1.0% | 1% | -4% | 10% | -3% | -5% | 6%
Cc1cc(C)n2nc(SCN3C(=O)c4ccccc4C3=O)nc2n1 | 7.5% | -3% | 13µM* | -7%[46.1 µM] | -25% | -11% | -3%
COc1ccc(C(=O)NNC(=O)c2ccc(C)cc2)cc1S(=O)(=O)N1CCCC1 | -3.5% | 1% | 5% | 14% | 1% | 10% | -2%
OCC1(Cc2cccc(F)c2)CCN(Cc2cccc3nccnc23)CC1 | 0.5% | · | · | 10% | -2% | 1% | -1%
O=C(CSc1nnc(SCc2cccc3ccccc23)s1)Nc1ccc(C(=O)O)cc1 | -3.6% | 3% | 1% | 8% | -10% | 2% | 9%
CC(=O)c1ccc2c(c1)Cc1cc(C(C)=O)ccc1-2 | 0.0% | · | · | 0%[46.1 µM] | 1% | 21% | 5%

Source: PubChem (National Center for Advancing Translational Sciences (NCATS))

Not all compounds are listed, so the mix of outcomes need not match the whole.
